Assay outcomes: PubChem BioAssay, several laboratories
Runt-CBFb FRET = inhibitors of human RUNX1 Runt domain binding to CBFb. Cerulean-Runt/Venus-CBFb FRET ratio 530/480, 1 h. actives 0.46% (n = 220,000). Q01196+Q13951. inhibition, % at 20 µM;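 active = inhibition over about 50% at 20 µM in the single-dose screen, limit read from the data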;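 note: 0% = DMSO wells and 100% = excess unlabeled CBFb competitor control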
Target sequence (Q01196 whole entry, looked up, the tested form may be a part): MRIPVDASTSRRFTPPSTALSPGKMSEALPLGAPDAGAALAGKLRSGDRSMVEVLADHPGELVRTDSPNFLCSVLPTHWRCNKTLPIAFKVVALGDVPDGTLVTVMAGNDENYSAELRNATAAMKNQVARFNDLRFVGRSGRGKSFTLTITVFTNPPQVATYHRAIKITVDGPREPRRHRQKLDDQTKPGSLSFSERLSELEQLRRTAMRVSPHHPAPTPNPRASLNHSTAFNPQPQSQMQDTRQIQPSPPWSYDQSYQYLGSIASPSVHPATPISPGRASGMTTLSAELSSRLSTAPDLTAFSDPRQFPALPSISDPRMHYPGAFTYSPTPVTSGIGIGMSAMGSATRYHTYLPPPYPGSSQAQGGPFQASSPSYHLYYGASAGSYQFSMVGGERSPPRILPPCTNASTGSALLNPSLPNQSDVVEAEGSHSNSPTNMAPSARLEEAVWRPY
Target sequence (Q13951 whole entry, looked up, the tested form may be a part): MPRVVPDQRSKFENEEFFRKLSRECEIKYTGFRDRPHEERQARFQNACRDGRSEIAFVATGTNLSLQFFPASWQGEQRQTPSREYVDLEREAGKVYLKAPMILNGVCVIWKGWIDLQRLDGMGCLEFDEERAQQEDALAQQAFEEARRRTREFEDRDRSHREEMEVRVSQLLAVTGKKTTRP
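test system = Cerulean-tagged RUNX1 Runt domain (FRET donor) fusion protein | reagent = Venus-CBFb binding partner, 100 nM | incubation = protein complex preformed 1 h, compound exposure 1 h, room temperature, dark | detection = FRET fluorescence | read-out basis = loss of energy transfer signal | controls = 5 µM unlabeled CBFb as full-inhibition high control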
p97 ATPase inh = inhibitors of human p97 ATPase; P55072; recombinant p97 ATPase, Kinase-Glo ATP luminescence, 3 h; inhibition, % at 8 µM; actives 0.42% (n = 220,000); in the data active = inhibition above about 15%;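 note: 0% = DMSO vehicle and 100% = wells lacking enzyme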
RBBP9 inhibitor = human RBBP9 hydrolase inhibition; inhibition, % at 7.94 µM; recombinant RBBP9, FP-Rh probe fluorescence polarization; actives 0.2% (n = 220,000); AID 1515; O75884;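 active = inhibition above the campaign mean of all tested compounds plus 3 SD, cut at about 14% in these data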;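 note: plate controls were DMSO wells with RBBP9 for no effect and wells lacking RBBP9 protein for full effect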
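Controls: DMSO-treated enzyme wells and wells lacking RBBP9 | Material: RBBP9 protein | Technique: Fluorescence polarization | Replication: Single well per compound, no replicates | Buffer or medium: Tris-NaCl-Pluronic buffer, pH 8.0 | Timing: 30 min compound preincubation, 45 min probe labeling, 25 °C | Read-out basis: Percent inhibition from mP, scaled between DMSO and no-protein wells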
Hck Nef HTS = human Hck-Nef kinase inhibition; P08631; Recombinant Hck-YEEI plus Nef, Z-Lyte FRET kinase assay; actives 0.68% (n = 220,000); inhibition, % at 20 µM;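 active = Hck-Nef kinase inhibition above about 50%, limit read from the data; inactive = inhibition below that limit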;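 note: 0% = DMSO with Hck plus Nef and 100% = Hck alone without Nef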
NPY1 pot ag = potentiates or activates human NPY-Y1 receptor. P25929. NPY-Y1 expressing cells, potentiator/agonist activation. activation, % at 3.6 µM. actives 0.37% (n = 220,000). AID 1304; in the data active = activation above about 33%, passing the limit was not always enough;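 note: cells stimulated with NPY at EC10 then isoproterenol at EC100; 0% = low agonist plus stimulus and 100% = saturating agonist plus stimulus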
Target sequence (P25929 whole entry, looked up): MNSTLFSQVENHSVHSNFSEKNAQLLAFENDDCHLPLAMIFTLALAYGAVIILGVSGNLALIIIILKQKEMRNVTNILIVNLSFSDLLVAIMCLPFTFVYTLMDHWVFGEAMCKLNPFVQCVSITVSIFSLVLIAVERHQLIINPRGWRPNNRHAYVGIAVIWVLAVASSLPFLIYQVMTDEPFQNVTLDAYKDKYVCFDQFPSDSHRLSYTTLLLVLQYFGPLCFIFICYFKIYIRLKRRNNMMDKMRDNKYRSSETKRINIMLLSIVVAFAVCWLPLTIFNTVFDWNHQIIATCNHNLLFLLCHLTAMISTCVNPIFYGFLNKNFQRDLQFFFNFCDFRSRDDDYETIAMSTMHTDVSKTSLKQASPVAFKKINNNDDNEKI
MDM2 E3 inh = Mdm2 E3 ligase (human) inhibition; cell-based MDM2 ubiquitination luciferase reporter, 2 h; 0 = plate control, 100 = twice control, blank-subtracted; signal enhancement, % at 5 µM; actives 0.11% (n = 210,000);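 active = signal enhancement of 30% or more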;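 note: luminescence tracks abundance of the self-degrading MDM2-luciferase fusion protein; higher signal means inhibition of MDM2 E3 ligase activity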
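system = mammalian cells stably expressing self-ubiquitinating, self-degrading MDM2 E3–luciferase fusion | quantity = 2000 cells per well seeded | incubation = 4 h cell settling then 2 h compound exposure, 37 °C | signal = SteadyLite luminescence, 15 min reagent step | benchmarks = plate control and blank wells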
Runt-SMMHC FRET = blocks binding of human RUNX1 Runt domain to CBFb-SMMHC | Q01196+Q13951 | Cerulean-Runt/Venus-CBFb-SMMHC FRET ratio 530/480, 1 h | inhibition, % at 20 µM | actives 0.74% (n = 220,000);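 active = mean inhibition across duplicate retests at 20 µM reaching about 50%, limit read from the data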;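 note: 0% = DMSO wells and 100% = wells with excess untagged CBFb-SMMHC; inhibitors lower the FRET ratio by blocking Runt binding to CBFb-SMMHC; some results filed as inactive read as strong as hits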
NPY2 pot ag = potentiates or activates human NPY-Y2 receptor | P49146 | cells expressing NPY-Y2, potentiator/agonist read-out | activation, % at 3.6 µM | actives 0.45% (n = 220,000) | AID 1359; in the data active = activation above about 27%;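 note: cells stimulated with NPY near EC25 plus isoproterenol at EC100; 0% = vehicle plus submaximal agonist and 100% = vehicle plus saturating agonist; some results beyond the cut were filed as inactive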
NPY Y1 blocker = blocks the human neuropeptide Y Y1 receptor | inhibition, % at 3.6 µM | HEK293-CNG Y1 cells, membrane potential fluorescence; NPY at EC95, then isoproterenol | actives 1% (n = 200,000);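 active = inhibition above the campaign mean inhibition of all tested compounds plus 3 SD, cut at about 20% in these data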;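 note: 0% = DMSO wells given NPY plus isoproterenol and 100% = isoproterenol alone without NPY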
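Material: HEK293 cells with Y1 receptor plus CNG channel; times: compound incubation 1 h at room temperature, readout 45 min post-stimulation; signal: fluorescence, membrane potential probe; read-out basis: fluorescence ratio normalized to % inhibition between controls; benchmarks: full-block control isoproterenol-only wells, zero-block control NPY plus isoproterenol wells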
* marks the source's active call; other numbers are inactive results; / = no result given.

Values in the order – p97 ATPase inh	NPY1 pot ag	NPY Y1 blocker	NPY2 pot ag	Runt-CBFb FRET	Hck Nef HTS	RBBP9 inhibitor	MDM2 E3 inh	Runt-SMMHC FRET
- c1ccc(Nc2ccc(-n3ccnc3)nn2)cc1
  3	5	-1	13	-1	26	1	5	1
- CCN(C(=O)CN1CCc2ccccc21)c1c(N)n(Cc2ccccc2)c(=O)[nH]c1=O
  5	11	-1	-14	9	17	0	-12	57*
- C=CCNC(=S)N/N=C/c1ccc(-c2ccc(Br)cc2)o1
  -8	9	13	5	14	-2	-8	-15	10
- CC1=C(C(=O)OCc2ccc3c(c2)OCO3)C(c2ccc(Cl)cc2)NC(=O)N1 (stereo unspecified)
  4	-13	-4	-12	-3	7	-8	-27	-4
- CC(=O)OCCCCCCCCCCC[N+]1(C)CCCCC1
  1	-3	1	5	-10	11	-3	-14	8
- c1ccc(OCc2nn3c(-c4ccco4)nnc3s2)cc1
  1	0	2	4	6	2	-7	-7	1
- COc1ccc(C(c2nnnn2C2CCCC2)N2CCc3ccccc3C2)cc1OC (stereo unspecified)
  -2	-29	17	-19	-6	1	-12	-10	5
- COc1ccc(C(=O)NCc2ccc3c(c2)OCO3)cc1
  -1	-17	5	-9	0	-2	-6	3	-3
- COc1ccccc1S(=O)(=O)Cc1ccc(C(=O)NCc2cccnc2)o1
  -6	7	4	14	0	1	-11	-9	3
- O=C1N(c2cccc(Cl)c2)C(c2ccc(Cl)cc2)N2CCCN12 (stereo unspecified)
  5	-4	-1	5	0	5	-3	-2	1
- CC(C)c1ccc(/C=N/n2cnnc2)cc1
  -4	-2	/	5	2	16	-12	-4	5
- C=C(C)C1CC=C(C)/C(=N\NC(=O)CCc2ccccc2)C1 (stereo unspecified)
  0	11	10	4	-4	3	-2	11	0
- COc1cccc(/C=C/C(=O)Nc2ccc(OC)nc2)c1
  6	-4	0	-2	1	4	-4	-8	-6
- Cc1onc(-c2ccccc2)c1C(=O)Nc1nc(-c2cc(F)ccc2F)cs1
  -3	-7	6	-11	1	2	-4	-1	0
- COC(=O)c1ccc2c(c1)nc(C)n2CCO
  -2	10	1	-1	0	-1	0	4	0
- O=C(NCc1ccccn1)C1CC(c2ccccc2O)=NO1 (stereo unspecified)
  8	10	-7	-2	1	20	0	9	3
- COc1ccc([N+](=O)[O-])cc1NC(=O)Cc1noc2ccccc12
  -5	-3	0	3	-2	-4	-7	-4	3
- Cc1ccc(SCCOCCN2CC(C)OC(C)C2)cc1 (stereo unspecified)
  -11	-20	/	-29	3	-5	-10	-20	2
- CN(C1CCCCC1)S(=O)(=O)c1ccc(S(=O)(=O)N(CC(=O)Nc2ccccc2)C2CC2)cc1
  -1	13	/	-9	0	9	0	/	-3
- O=c1nc(SCc2c(F)cccc2Cl)nc(-c2ccc(Cl)cc2)[nH]1
  -1	-7	/	8	-4	33	-10	-6	-3
- CC1(/[N+]([O-])=C\c2ccccc2F)CCCCC1=O (stereo unspecified)
  -3	-5	/	-10	-2	16	-2	-7	-2
- CCOC(=O)C(O)(NC(=O)c1cccnc1)C(F)(F)F (stereo unspecified)
  -3	0	-2	-11	-1	0	-7	-14	0
- O=C(Nc1ccc(Cl)cc1)N[C@@H]1c2c(ccc3ccccc23)OC[C@@H]1CO
  3	-6	-3	6	-2	1	-13	-15	-1
- COc1ccc(NC(=O)NCc2ccccc2F)cc1OC
  8	-2	0	-16	/	21	-4	-10	/
- CCCSc1ncnc2c1oc1ccccc12
  -1	-13	0	-8	1	1	0	3	3
- CCn1c(COc2ccc(C)cc2)nnc1SCC(=O)NNC(=O)c1ccc(OC)cc1
  -2	-4	-1	4	0	4	-7	-7	1
- Cc1[nH]nc2c1C(c1cnn(C)c1)C(C#N)=C(N)O2 (stereo unspecified)
  4	-4	4	-8	1	3	11	-1	0
- Cc1cc(C)c2cc(C)c3nnc(SCC(=O)NCc4ccc5c(c4)OCO5)n3c2c1
  -1	-23	0	-18	-5	0	-8	-10	-12
- CCN1CCN(c2cc(C)c3cc(NC(=S)N4CCCC(C)C4)ccc3n2)CC1 (stereo unspecified)
  -6	17	3	8	3	-18	-6	-34	5
- CC(OCC(O)CNCC1COc2ccccc2O1)c1ccc(Cl)cc1 (stereo unspecified)
  2	8	5	2	0	18	0	-8	-2
- COC(=O)[C@H](CCSC)NC(=O)Nc1cccc(Br)c1
  2	19	/	-1	0	7	-3	-2	0
- COn1c(SC2CCCCC2)nc2ccccc2c1=O
  -5	-14	7	-25	-3	0	-6	20	4
- CCOC(=O)Cn1nnc(-c2ccc([N+](=O)[O-])cc2)n1
  -2	5	6	-13	-1	15	-3	1	0
- CC1=C(C(=O)Nc2ccccc2C)C(c2ccc(C)o2)C2=C(CCCC2=O)N1 (stereo unspecified)
  7	11	-2	5	2	2	-4	-7	3
- Nc1ccc(SCC(=O)Nc2cccc([N+](=O)[O-])c2)cc1
  4	3	-1	18	-2	2	7	0	-1
- CCOC(=O)c1c(C)n(CCNC(C)=O)c2ccc(OC)cc12
  -2	5	-4	1	-1	-21	-7	-15	3
- CC1CCCN(c2c([N+](=O)[O-])cc(C(=O)O)cc2[N+](=O)[O-])C1 (stereo unspecified)
  2	-2	-1	-13	0	28	-7	-30	-8
- O=C(Nc1nccs1)C1(c2ccc(Cl)cc2)CC1
  -2	26	1	14	2	-4	-8	-5	-4
- c1ccc(COc2ccc(OCCCn3cncn3)cc2)cc1
  -5	-21	0	2	0	5	-3	-11	-2
- OCCNc1c2ccccc2nc2ccccc12
  8	13	-1	2	109*	34	0	2	116*

Compound profiles, as listed above. Screens in order: p97 ATPase inh	NPY1 pot ag	NPY Y1 blocker	NPY2 pot ag	Runt-CBFb FRET	Hck Nef HTS	RBBP9 inhibitor	MDM2 E3 inh	Runt-SMMHC FRET
Cc1cc(C)c2cc(C)c3nnc(SCC(=O)NCc4ccc5c(c4)OCO5)n3c2c1 as listed: -1	-23	0	-18	-5	0	-8	-10	-12
CCn1c(COc2ccc(C)cc2)nnc1SCC(=O)NNC(=O)c1ccc(OC)cc1 as listed: -2	-4	-1	4	0	4	-7	-7	1
O=C(Nc1ccc(Cl)cc1)N[C@@H]1c2c(ccc3ccccc23)OC[C@@H]1CO as listed: 3	-6	-3	6	-2	1	-13	-15	-1

(cont.)
Values in the order – p97 ATPase inh	NPY1 pot ag	NPY Y1 blocker	NPY2 pot ag	Runt-CBFb FRET	Hck Nef HTS	RBBP9 inhibitor	MDM2 E3 inh	Runt-SMMHC FRET
- O=C(Nc1cccc2c1CCCC2)c1ccc(Br)o1
  0	-30	16	-8	3	2	-1	9	3
- Cc1ccccc1Oc1cc(NC(=O)Cn2cnc([N+](=O)[O-])c2)cc([N+](=O)[O-])c1
  4	32	25*	16	-1	16	-9	-19	-3
- Cn1cc(CNC(=O)CC2C(=O)NCCN2CC(C)(C)C)cn1 (stereo unspecified)
  3	-10	6	8	-3	5	0	-3	-2
- CCOC(=O)c1ccc(NC(=O)COc2ccc(-n3cnnn3)cc2)cc1
  4	-6	-4	7	-1	1	0	-28	-6
- COc1ccccc1OCc1nc(C#N)c(N2CC(C)CC(C)C2)o1 (stereo unspecified)
  -7	-37	15	-3	0	3	-10	-11	-4
- Nn1c(Nc2ccccc2)nc2ccccc21
  -2	10	3	14	0	1	-6	-5	2
- Cc1cccc(C(=O)N2CC3(C)CC2CC(C)(C)C3)c1 (stereo unspecified)
  1	-6	3	-2	-1	9	-5	-12	3
- Cc1ccccc1NC(=O)Nc1cccs1
  -1	13	-5	8	11	-5	-5	-9	0
- CC(C)(C)SCCNC(=O)c1ccc(NS(C)(=O)=O)cc1
  2	-12	1	10	-1	0	-7	-17	1
- Cc1c(NC(=O)c2cnn3c2NC(c2ccc(Br)cc2)CC3C(F)(F)F)c(=O)n(-c2ccccc2)n1C (stereo unspecified)
  6	-3	10	0	-7	-1	-5	6	4
- CC/C(=N/Nc1ccccc1)c1cnnc(-c2ccccc2)n1
  -3	-8	-1	-2	-5	4	-11	4	-119
- CS(=O)(=O)Nc1ccc(C(=O)NCc2cccnc2)cc1
  3	-8	-2	-6	1	-1	1	5	1
- CSc1ccc(-c2nc(CSCC(=O)N3CCOCC3)c(C)o2)cc1
  -5	-9	8	1	-1	1	-5	-6	0
- CCOc1ccc(C(C)NC(=O)CCC(=O)O)cc1 (stereo unspecified)
  8	-3	-3	-10	0	-4	-4	-10	0
- CCCc1cc(=O)[nH]c(SCC(=O)c2c[nH]c3ccccc23)n1
  3	-12	-4	9	1	-7	-4	-10	-1
- CCOc1ccc(CCNC(=O)CN(C)S(=O)(=O)c2cccc3nsnc23)cc1OCC
  -5	-4	3	-13	0	1	-4	-14	0
- O=C(Cn1c(NCCCO)nc2ccccc21)c1cccs1
  2	9	1	-1	/	2	5	/	/
- O=C(CSc1nc2cccnc2n1Cc1ccccc1)NCc1ccco1
  -4	-8	-4	-6	6	0	-9	-9	0
- CCCC1NC(=S)N(C2CCCCC2)C1=O (stereo unspecified)
  3	6	-4	-6	1	2	-11	2	-3
- Oc1ccc(-c2onc(C(F)(F)F)c2-c2cscn2)c(O)c1
  -7	1	-1	9	0	1	-9	-1	5
- CC(=O)N1CCN(Cc2nc3cc(NC(=O)c4ccccc4)ccc3n2C)CC1
  -3	-3	-4	-17	/	-1	-9	-9	-7
- COC(=O)c1ccc(NC(=O)C(C)Oc2ccccc2)cc1 (stereo unspecified)
  -2	-21	7	-23	-2	-15	-10	1	-2
- O=C(C/C=N/OCc1c(Cl)cccc1Cl)c1ccc(Cl)cc1
  2	6	1	15	0	3	-9	-17	0
- CN(C)c1ccc(CNC(=O)C2CCC(CNc3c(N4CCCCC4)c(=O)c3=O)CC2)cc1 (stereo unspecified)
  4	-6	/	-20	15	12	6	1	-1
- Cc1cc(NC(=O)COC(=O)C2CCN(S(=O)(=O)c3ccc(Cl)cc3)CC2)no1
  0	9	-8	10	-1	0	-4	-12	0
- COCCOC1CCN(Cc2cn(Cc3ccccc3)nc2-c2cc3ccccc3o2)CC1
  0	-4	15	-14	/	18	-4	-1	/
